Compound activity deposited in PubChem by several laboratories.
PfHsp40 yeast: restores yeast growth despite PfHsp40 toxicity; S. cerevisiae expressing PfHsp40, growth rescue, ATP luminescence; hit rate 0.68% among 340,000; growth rescue, % at 12.5 µM; in the data active = growth rescue above about 28%, passing the limit was not always enough;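 also: yeast W303a lacking pdr1 and pdr3 grown in galactose medium; growth measured after three days at 30 °C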
SARS 3CLpro inh: SARS-CoV 3CLpro protease inhibition; recombinant SARS-CoV 3CLpro, quenched FRET peptide cleavage; hit rate 0.14% among 290,000; inhibition, % at 6 µM; P0C6X7; AID 1706; in the data active = inhibition above about 12%
VHR inh abs: inhibitors of human VHR1 phosphatase (DUSP3). inhibition, % at 13.3 µM. hit rate 0.52% among 290,000. recombinant VHR phosphatase, pNPP absorbance; in the data active = inhibition above about 50%; also: some compounds called inactive have numbers as strong as hits
Target sequence (P51452 whole entry, looked up): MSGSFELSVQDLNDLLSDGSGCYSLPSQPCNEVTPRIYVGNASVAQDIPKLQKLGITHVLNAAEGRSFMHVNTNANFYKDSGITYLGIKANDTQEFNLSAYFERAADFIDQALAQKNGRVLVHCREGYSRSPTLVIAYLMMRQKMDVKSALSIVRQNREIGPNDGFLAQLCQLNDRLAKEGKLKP
CCHFV vOTU inh: blocks the CCHF virus ovarian tumor domain protease | CCHFV vOTU protease, Pep-AMC fluorescence | inhibition, % at 11.5 µM | hit rate 0.55% among 370,000 | AID 651958; in the data active = inhibition above about 30%; also: 0% = vehicle wells with enzyme and 100% = no enzyme wells
* hit, by the source's call; x = not tested or not shown.

SMILES | PfHsp40 yeast | SARS 3CLpro inh | VHR inh abs | CCHFV vOTU inh
CCOC(=O)c1cnc(-n2nc(C)cc2C)nc1Nc1ccccc1OC | x | -0.4 | 10.3 | x
Cc1cc(/C=C(\C#N)c2nnc(N3CCOCC3)n2-c2ccccc2)c(C)n1-c1ccccc1 | x | -4.3 | 7.3 | x
Cc1ccc(-c2ccc(SCC(=O)N3CCc4ccccc43)nn2)cc1 | x | -1.3 | 46.3 | x
Cc1ccc(Nc2nc(N)nc(CN3CCN(C)CC3)n2)cc1C | x | 1.0 | 7.1 | x
O=C(N=Nc1c(O)n(C2OC(=O)c3ccccc32)c2ccccc12)c1ccco1 (stereo unspecified) | x | -3.8 | -4.4 | x
COc1cc2nc(CN3CCN(C(c4ccccc4)c4ccccc4)CC3)[nH]c(=O)c2cc1OC | x | 0.2 | 18.8 | x
Cc1cccn2c(=O)c3cc(C#N)c(=N)n(Cc4ccncc4)c3nc12 | x | -0.4 | -9.6 | x
CC(=O)N1CCc2cc(C(=O)CN3CCCN(Cc4ccc(F)cc4)C3)ccc21 | x | -5.0 | 23.2 | x
O=C(Nc1cc(Cl)cc(Cl)c1)C(NCCCO)c1ccccc1 (stereo unspecified) | x | 5.2 | 5.3 | x
Cc1nc2ccccc2n1CCc1nc2c3ccccc3nc(SCC#N)n2n1 | x | 2.5 | 13.2 | x
O=C(OCn1ncc(Br)c(Br)c1=O)c1c(F)cccc1F | x | -5.3 | 6.2 | x
COc1ccc2cc(C(c3nnnn3C(C)(C)C)N3CCc4ccccc4C3)c(=O)[nH]c2c1 (stereo unspecified) | x | -2.2 | -11.5 | x
C(=C\c1ccc(/C=C/c2ccccc2)nn1)/c1ccccc1 | x | 2.4 | 15.5 | x
C/C(=N\NC(=O)c1ccc2nc[nH]c2c1)c1ccc([N+](=O)[O-])cc1 | x | -3.5 | -7.7 | x
Cc1ccc(S(=O)(=O)n2[nH]c(=O)cc2NC(=O)c2cccs2)cc1 | x | 2.4 | 10.3 | x
O=C(O[C@@H]1Cc2c(O)cc(O)cc2O[C@@H]1c1cc(O)c(O)c(O)c1)c1cc(O)c(O)c(O)c1 | x | 2.7 | 25.6 | x
Cc1ccc(N2C(=O)NC(=O)/C(=C\c3ccsc3)C2=O)cc1C | x | 6.9 | 0.2 | x
CCCCc1c(C)c(C#N)c2nc3ccccc3n2c1Cl | x | 5.3 | 12.1 | x
CN(C)S(=O)(=O)c1cccc(NC(=O)c2cnccn2)c1 | x | 1.0 | 10.6 | x
Cc1ccc(C(=O)Oc2oc(-c3ccco3)nc2C=Nc2ccccc2)cc1 | x | 3.4 | 44.7 | x
COc1ccc(Nc2cc(C(=O)NCc3cccnc3)c3ccccc3n2)c(OC)c1 | x | -2.3 | 2.7 | x
CCN1CCN(CCCNC(=O)C(NC(=O)C2CCC(C)CC2)C(C)C)CC1 (stereo unspecified) | x | 3.8 | 21.9 | x
Cc1c(Cl)cccc1Nc1ncccc1C(=O)OCC(O)CO (stereo unspecified) | x | -0.6 | 10.0 | x
COC(=O)c1ccc(-c2ccc(C(=O)N3CCCN(C)CC3)cc2)cc1 | x | 3.0 | 6.4 | x
CN(C)c1nc(NCc2ccccc2)nc(N/N=C/c2ccccc2F)n1 | x | 6.4 | 34.9 | x
Cc1ncc(CO)c(/C=N/NC(=O)c2cc(O)c(O)c(O)c2)c1O | x | 2.2 | 5.5 | x
Cc1ccc(C)c(NC(=O)/C(C#N)=C/c2ccc(Sc3nncn3C)c([N+](=O)[O-])c2)c1 | x | -0.6 | 1.9 | x
NC(=O)N=Nc1c(O)[nH]c2c(Br)cc(Br)cc12 | x | 5.1 | 18.1 | x
CC1=NN(c2ccccc2)C(=O)C1N=Nc1ccc(C)cc1 (stereo unspecified) | x | 4.7 | 14.1 | x
CCCCC(=O)N(Cc1ccc(-c2ccccc2-c2nn[nH]n2)cc1)[C@H](C(=O)O)C(C)C | x | 4.0 | 34.7 | x
COc1ccc(O[C@H]2C=C[C@@H](c3ccccc3)O[C@@H]2CO/N=C(\C)CCC(=O)OC[C@H]2O[C@H](c3ccccc3)C=C[C@@H]2Oc2ccc(OC)cc2)cc1 | x | 1.6 | 11.4 | x
CCCCCCCCCCC(=O)NNC(=O)c1c(O)c2ccccc2n(CC)c1=O | x | -1.0 | 20.4 | x
O=C(O)C1CCCN1S(=O)(=O)c1cccs1 (stereo unspecified) | x | 1.3 | 28.6 | x
O=C(NC1CCCCC1)NC1CC2CCC(C1)N2C(=O)NC1CCCCC1 (stereo unspecified) | x | -1.1 | 25.6 | x
COc1ccc2cc(/C(C)=N/NC(=S)Nc3cc(S(=O)(=O)N4CCOCC4)ccc3N3CCOCC3)ccc2c1 | x | 3.6 | 1.4 | x
CC1(C(=O)NC(=S)N(CCC#N)Cc2cccnc2)CC1(Cl)Cl (stereo unspecified) | x | 5.3 | 14.0 | x
FC(F)(F)c1cccc(N2CCNCC2)c1 | x | 1.6 | 12.0 | x
O=c1c(-c2ccccc2)c1-c1ccccc1 | x | -1.2 | 2.9 | x
O=C(c1ccccc1)[C@H]1[C@H](c2ccccc2)[C@@]2(N=C(c3ccccc3)OC2=O)C2c3ccccc3C=NN21 (stereo partly specified) | x | 1.3 | 9.1 | x
CN1/C(=C\C=C\C2=[N+](C)c3ccc4ccccc4c3C2(C)C)C(C)(C)c2ccccc21 | x | -4.6 | 19.2 | x
CC1(C)Oc2ccc3ccc(=O)oc3c2/C(=C/NCCN/C=C2\C(=O)C(C)(C)Oc3ccc4ccc(=O)oc4c32)C1=O | x | 1.2 | -19.9 | x
O=c1oc2ccccc2cc1-c1csc(Nc2nc3ccc(F)cc3s2)n1 | x | -0.6 | 11.0 | x
Cn1c(=O)c2c(SCC(=O)N3CCOCC3)nc(C3CCCCC3)nc2n(C)c1=O | x | 0.6 | 40.3 | x
COCCCn1c(-c2ccc(OC)cc2)nc2nc3ccccc3nc21 | x | -0.9 | -11.9 | x
c1ccc(COc2ccc(-c3sc(Nc4ccccc4)n[n+]3-c3ccccc3)cc2)cc1 | x | 3.6 | 28.3 | x
C=CCn1c(SCC(=O)OC)nc2sc3c(c2c1=O)CCN(C)C3 | x | 1.0 | -2.4 | x
CC1(C)Cc2nc3sc4c(N5CCCC5)nnnc4c3cc2CO1 | x | -1.9 | 21.7 | x
O=C(COC(=O)c1ccccc1NS(=O)(=O)c1cc([N+](=O)[O-])ccc1Cl)c1ccccc1 | x | -1.0 | 6.0 | x
COc1cccc(C(=O)NC2CCN(CC(=O)Nc3c(C)cc(C)cc3C)CC2)c1 | x | -0.7 | 29.6 | x
Fc1ccccc1Nc1nc2c(s1)CCc1ccccc1-2 | x | 1.5 | 2.1 | x
COCCNC(=S)N/N=C/c1ccc(OCc2ccc(C(=O)OC)cc2)c(OC)c1 | x | 0.8 | -1.5 | x
CC(=O)C1=C(C)NC(SCC(=O)c2ccc(-c3ccccc3)cc2)=C(C#N)C1c1cccnc1 (stereo unspecified) | x | -2.0 | 31.5 | x
CCn1c(=N)c(S(=O)(=O)c2ccc(Cl)cc2)cc2c(=O)n3ccccc3nc21 | x | -0.7 | 26.1 | x
CC(C)(C)c1ccc(O)c(N)c1 | x | -3.0 | 15.4 | x
Cc1ccc(SCC(=O)NC(=O)NCc2ccco2)cc1C | x | -1.2 | 5.4 | x
CCOc1ccccc1Nc1nc(-c2sc(NC(=O)c3ccc([N+](=O)[O-])cc3)nc2C)cs1 | x | 1.5 | 8.2 | x
OCCN1CCN(C(c2cccs2)c2ccc3cccnc3c2O)CC1 (stereo unspecified) | x | -2.1 | 1.5 | x
Cn1c(SCC(=O)N=Nc2c(O)[nH]c3ccccc23)nc2ccccc21 | x | -2.8 | 30.5 | x
N=c1oc2cc(O)ccc2cc1C(=O)Nc1ccccn1 | x | -3.2 | 9.9 | x
O=C(COc1ncnc2scc(-c3ccccc3)c12)NCCN1C(=O)CSC1=O | x | 3.8 | 20.4 | x

Molecules shown so far that have bromine (2):
SMILES | PfHsp40 yeast | SARS 3CLpro inh | VHR inh abs | CCHFV vOTU inh
O=C(OCn1ncc(Br)c(Br)c1=O)c1c(F)cccc1F | x | -5.3 | 6.2 | x
NC(=O)N=Nc1c(O)[nH]c2c(Br)cc(Br)cc12 | x | 5.1 | 18.1 | x

Continued:
SMILES | PfHsp40 yeast | SARS 3CLpro inh | VHR inh abs | CCHFV vOTU inh
COc1cccc(/C=N/N2C(=O)C3C4c5ccccc5C(c5ccccc54)C3C2=O)c1OC (stereo unspecified) | x | 4.9 | 11.3 | x
O=C(OC1CCCCC1)c1ccc2c(c1)C1C=CCC1C(C(=O)O)N2 (stereo unspecified) | x | 1.4 | 87.4* | x
COc1ccc(-c2cnnc(N/N=C/C(C)=C/c3ccccc3)n2)cc1 | x | -4.7 | 12.1 | x
O=C(NCCN1C(=O)S/C(=C\c2cccs2)C1=O)c1ccc(=O)[nH]c1 | x | -4.1 | -0.1 | x
COc1ccc(OC)c(S(=O)(=O)NC(N)=NCCc2ccccc2OC)c1 | x | 9.5 | 35.6 | x
Cc1ccc2cc3c(N)c(C(=O)N4CC(=O)Nc5ccccc54)sc3nc2c1 | x | 3.3 | 22.8 | x
Cc1ccccc1Nc1nnc(SCc2nc3ccccc3c(=O)[nH]2)s1 | x | -2.5 | -3.0 | x
Cc1cc(C)c2[nH]c(=O)c(CN(Cc3ccco3)C(=O)c3cccs3)cc2c1 | x | 7.1 | 19.7 | x
COC(=O)[C@@H]1CC[C@H](C)[C@@H](c2ccc(C)cc2)N1C(=O)c1ccc(/C=N/OC[C@@H](O)[C@H]2O[C@@H]3OC(C)(C)O[C@@H]3[C@H]2O)cc1 | x | 5.0 | 12.4 | x
CCCCCCNC(=O)N[C@H](C(=O)NCCC[C@H]1CN2C(=NC[C@H]2C)N1CCC(c1ccccc1)c1ccccc1)C(C)O (stereo partly specified) | 1.3 | x | 26.3 | x
CCOc1ccc(-n2c(SCC(=O)Nc3ccccc3-c3ccccc3)nnc2-c2cccs2)cc1 | x | x | x | 4.3
Cc1cccc(NC(=O)Nc2nc3ncccn3c2-c2ccccc2)c1 | x | x | x | -31.0
CCOC(=O)[C@@]12CCCC=C1N(CCc1ccc(Cl)cc1)C(=O)[C@H]2CC(=O)N1CCCCC1 | x | x | x | 10.2
Cc1ccc(CSc2nnc(SCC(=O)NN=Cc3cc(Br)ccc3F)s2)cc1 | x | x | x | -5.4
COc1cc(C=Nn2c(-c3ccc(F)cc3)n[nH]c2=S)ccc1OCc1ccccc1 | x | x | x | 5.8
COc1cc(C(=O)NC2CCCCN(Cc3cccc(Cl)c3)C2=O)cc(OC)c1OC (stereo unspecified) | x | x | x | -6.0
COc1ccc(Cn2ccc3ccc(-c4ccc5ccn(C(=O)c6ccc(C)cc6)c5c4)cc32)cc1 | x | x | x | 4.0
O=C(Nc1cccc(C(F)(F)F)c1)OC1CC2CC1[C@H]1CCCCN1[C@H]2Cc1ccccc1 (stereo partly specified) | x | x | x | 11.3
COC(=O)C1CN(Cc2ccccc2)CCS(=O)(=O)N1Cc1ccc(C(F)(F)F)cc1 (stereo unspecified) | x | x | x | 14.3
COC(=O)C1CN(Cc2ccc(F)cc2)CCS(=O)(=O)N1Cc1ccc(OC)cc1 (stereo unspecified) | x | x | x | 22.3
CCCCCCCCN1C(=O)[C@@H](CC(=O)NCC23CC4CC(CC(C4)C2)C3)C[C@@]2(C(=O)OC)C1=C[C@H](C(C)C)O[C@@H]2C1CC1 | x | x | x | 25.6
Cc1cccc(-c2nnc(SCc3cccc4ccccc34)n2-c2ccc(Cl)cc2)c1 | x | x | x | 7.0
CC(=O)C1(C(=O)Nc2cc(C)cc(C)c2)CC(c2ccccn2)=NO1 (stereo unspecified) | x | x | x | 12.4

Shown tab-delimited: entries from further up
Structure	PfHsp40 yeast	SARS 3CLpro inh	VHR inh abs	CCHFV vOTU inh
COc1ccc2cc(/C(C)=N/NC(=S)Nc3cc(S(=O)(=O)N4CCOCC4)ccc3N3CCOCC3)ccc2c1	x	3.6	1.4	x
CC1(C(=O)NC(=S)N(CCC#N)Cc2cccnc2)CC1(Cl)Cl (stereo unspecified)	x	5.3	14.0	x
FC(F)(F)c1cccc(N2CCNCC2)c1	x	1.6	12.0	x
O=c1c(-c2ccccc2)c1-c1ccccc1	x	-1.2	2.9	x
O=C(c1ccccc1)[C@H]1[C@H](c2ccccc2)[C@@]2(N=C(c3ccccc3)OC2=O)C2c3ccccc3C=NN21 (stereo partly specified)	x	1.3	9.1	x

This is a subset. The share of hits here may be higher or lower than overall.
